TbPYK inhibitor – blocks Trypanosoma brucei pyruvate kinase. Q57TT1. TbPYK enzyme, Kinase-Glo Plus ATP luminescence, 45 min. Potency, µM (highest dose often 76.8 µM), for the others: at the highest dose activity, negative = inhibition, hits mostly inhibitors. 410,000 tested, 0.12% active; further: potency means the concentration at half of the fitted maximal effect; on the % scale 0 is the no-effect control and ±100 the full control effect; nearly all actives have a fitted effect of over 50% in size
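In this concentration-response screen, enzyme-free wells defined baseline while DMSO plates tracked drift. Each reaction combined TbPYK, substrate, compound and 130 uM ADP for 45 min at room temperature. Kinase-Glo Plus luminescence gave the signal.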
Pf growth 96h – inhibits malaria parasite growth, 96 h | P. falciparum luciferase reporter growth, 96 h | Potency, µM (highest dose often 28.7 µM), for the others: top-dose activity change, negative = inhibition, most hits filed as inhibitors | 320,000 tested, 6.9% active | AID 504834; further: potency means the concentration at half of the fitted maximal effect; on the % scale 0 is the no-effect control and ±100 the full control effect
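Infected RBCs, 2% Hct / 0.05% parasitemia final; luciferase-reporter P. falciparum; cpd 96 h, 37 C, 5% CO2; luciferase detection reagent; luminescence.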
Pf growth 48h – inhibits P. falciparum growth in the first generation, 48 h; P. falciparum luciferase growth in erythrocytes, 48 h; Potency, µM (top dose mostly 28.7 µM), inactives show at the top dose activity change, negative = inhibition, usual class: inhibitors; 310,000 tested, 5.9% active; AID 504832; further: potency means the concentration at half of the fitted maximal effect; on the % scale 0 is the no-effect control and ±100 the full control effect
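Luminescence readout; reporter = integrated firefly luciferase in P. falciparum. RBC culture at 2% hematocrit, 0.1% parasitemia final, 37 C/5% CO2; decreased signal taken as growth inhibition.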
Shiga toxin inh – blocks Shiga toxin action in Vero cells. Vero cells, Shiga toxin protein synthesis inhibition reporter. 290,000 tested, 9.2% active. inhibition, % at 38.7 µM. AID 2315; in the data active means inhibition mostly above about 28%, no sharp cut-off; inactive means mostly below about 43%; further: 0% is about no effect
LmPK inh – inhibitors of Leishmania mexicana pyruvate kinase; purified LmPK, Kinase-Glo ATP luminescence, 1 h; Potency, µM (top dose mostly 57.5 µM), inactives show top-dose activity change, negative = inhibition, usual class: inhibitors; 290,000 tested, 0.37% active; AID 1721; further: potency means the concentration at half of the fitted maximal effect; on the % scale 0 is the no-effect control and ±100 the full control effect
Target sequence (Q27686 whole entry, looked up): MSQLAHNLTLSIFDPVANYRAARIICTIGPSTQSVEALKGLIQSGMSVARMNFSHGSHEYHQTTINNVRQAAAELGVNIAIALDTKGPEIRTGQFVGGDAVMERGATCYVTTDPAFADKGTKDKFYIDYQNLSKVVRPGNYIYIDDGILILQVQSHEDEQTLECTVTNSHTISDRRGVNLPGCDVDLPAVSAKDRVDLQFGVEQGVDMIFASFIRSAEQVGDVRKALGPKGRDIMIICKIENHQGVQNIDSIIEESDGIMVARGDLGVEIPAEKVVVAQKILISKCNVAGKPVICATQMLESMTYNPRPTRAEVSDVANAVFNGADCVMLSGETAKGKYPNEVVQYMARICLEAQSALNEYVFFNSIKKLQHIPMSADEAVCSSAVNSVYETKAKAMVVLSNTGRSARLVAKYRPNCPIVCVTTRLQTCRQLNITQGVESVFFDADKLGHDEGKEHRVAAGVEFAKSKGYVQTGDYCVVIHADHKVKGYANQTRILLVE
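Kinase-Glo luminescence read after 1 h RT reaction of 0.1 nM LmPK with 0.5 mM PEP and 0.1 mM ADP. Activity scaled between uninhibited and enzyme-free controls.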
Cycloheximide cs – counter-screen hit for Shiga toxin inhibitors, cycloheximide; cell reporter, cycloheximide protein synthesis inhibition counterscreen; max response, %; 300,000 tested, 12% active; in the data active means max response mostly above about 13%, no sharp cut-off; inactive means mostly below about 14%; further: read at 38.3 µM for the half of the compounds with a filed dose; 0% is about no effect
HCV inh – inhibitors of hepatitis C virus infection; Huh7.5.1 HCVcc-Cre infection, luciferase reporter, 44 h; Potency, µM (highest dose often 41.8 µM), without a hit: at the top dose activity change, negative = inhibition, hits mostly inhibitors; 340,000 tested, 3.4% active; AID 651820; further: potency means the concentration at half of the fitted maximal effect; on the % scale 0 is the no-effect control and ±100 the full control effect
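Seed cells (1,000/well) for 4 h; treat with compound and infect with HCVcc-Cre, moi about 0.5. Incubate 44 h, then detect luciferase activity.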
An asterisk follows results filed as active; ? = inconclusive; nt = not tested or not shown; & = joins results of further samples; [ ] = another dose, or the depositor's remark. Unless noted, the call rests on the fitted dose curve; in most records, active means well fitted curve in the direction sought with a large enough effect; inconclusive means small, poorly fitted or top-dose-only effect, or another doubt; inactive means no such curve, though single readings can be large; an effect the other way counts as inactive or inconclusive.

SMILES	TbPYK inhibitor	Pf growth 96h	Pf growth 48h	Shiga toxin inh	LmPK inh	Cycloheximide cs	HCV inh
CC(C)Cn1c(-c2ccco2)nc2c(c(=O)c3ccccc3n2C)c1=O	nt	1.2µM*	1.3µM*	10	1%	6	-18%
O=C(OCc1cccc([N+](=O)[O-])c1)c1cccnc1Cl	0%	17%	13%	-4	-1%	2	6%
COc1cccc(CNC(=O)CCNS(=O)(=O)c2cccc3nsnc23)c1	-2%&-12%	-1%	10%	9	3%	9	-1%
CCOC(=O)C1(CCc2ccccc2)CCN(C(=O)C(C)n2cncn2)CC1 (configuration not stated)	4%	?	-1%	19	1%	-3	15%
COc1ccc(Cn2ccnc2SCC(=O)NC2CCCCC2)cc1	4%	0%	-21%	-3	-8%	-5	nt
O=S(=O)(Nc1ccccc1N1CCCCC1)c1ccc(F)cc1F	1%	?	0%	16	0%	-5	-2%
COc1ccc(C)cc1NC(=O)C(Sc1nnnn1C)c1ccccc1 (configuration not stated)	4%	24%	-23%	-3	-1%	-1	-25%
O=C(Cc1ccc([N+](=O)[O-])cc1)N/N=C/c1ccccc1F	1%	-2%	18%	-10	0%	3	4%
O=C(C=C1SCCS1)/C=C/c1ccco1	-6%	331%[activator]	297%[activator]	71*	?	37*	29%
CS(=O)(=O)NN1C(=O)c2ccccc2NC1c1cccc2cccnc12 (configuration not stated)	0%	0%	0%	-18	4%	-2	5%
CCNC(=O)NC(=O)C(C)Oc1ccc(C(=O)OC)cc1 (configuration not stated)	3%	?	nt	-5	7%	-1	16%
Cc1noc(C(C)C)c1C(=O)Nc1ccc(-c2nnc3n2CCCCC3)cc1	-2%	?	?	nt	nt	nt	-1%
O=[N+]([O-])c1cccc(S(=O)(=O)Nc2cccc(-c3ccc(N4CCCC4)nn3)c2)c1	5%	6.6µM*	?	nt	nt	nt	-6%
O=c1[nH]c(CO)nc2c1oc1ccccc12	0%	-10%	nt	-17	4%	-1	-19%
CC1=C(C(=O)OC2CCCC2)C(c2ccc(C)o2)C2=C(CC(c3cccs3)CC2=O)N1 (configuration not stated)	-9%	10%	9.3µM*	25	-5%	8	?

Sorted by formula weight (ascending): part of the list above
SMILES	TbPYK inhibitor	Pf growth 96h	Pf growth 48h	Shiga toxin inh	LmPK inh	Cycloheximide cs	HCV inh
O=C(OCc1cccc([N+](=O)[O-])c1)c1cccnc1Cl	0%	17%	13%	-4	-1%	2	6%
Cc1noc(C(C)C)c1C(=O)Nc1ccc(-c2nnc3n2CCCCC3)cc1	-2%	?	?	nt	nt	nt	-1%
COc1cccc(CNC(=O)CCNS(=O)(=O)c2cccc3nsnc23)c1	-2%&-12%	-1%	10%	9	3%	9	-1%

(continued)
SMILES	TbPYK inhibitor	Pf growth 96h	Pf growth 48h	Shiga toxin inh	LmPK inh	Cycloheximide cs	HCV inh
Cn1nnnc1SCC(=O)Nc1ccccc1[N+](=O)[O-]	-4%	147%[activator]	38%[activator]	25	-3%	-3	13%
COC(=O)C1=C(C)NC(C)=C(C(=O)OC)C1C(=O)OCCN1C(=O)c2ccccc2C1=O	-5%&0%	-9%	2%	-13	-1%	-2	23%&19%
OCCN1CCN(c2ncnc3sc4c(c23)CCCC4)CC1	1%	0%	26%	-4	0%	-2	8%
CCCN1CCN(S(=O)(=O)c2cc3c(cc2C)NC(=O)CO3)CC1	-13%	-5%	-23%	-2	-11%	0	5%
COc1ccc(NS(=O)(=O)c2cccc(C(=O)NNC(=O)CNC(=O)c3cccc(C)c3)c2)cc1	-1%	3%	0%	12	1%	-4	12%
Cc1cc(NC(=O)Nc2cccc(C(F)(F)F)c2)no1	4%	-8%	?	-7	4%	2	-24%
O=C(Nc1cccc(C(F)(F)F)c1)C1CCCCC1	7%	18%	nt	-2	-1%	9	7%
Cn1c(=O)c2c(nc(N/N=C/c3cccs3)n2C)n(C)c1=O	-1%	?	?	17	7%	12	21%
COCCN(C(=O)c1cc2c(s1)CCCCC2)c1c(N)n(Cc2ccccc2)c(=O)[nH]c1=O	-3%	-3%	-4%	nt	nt	nt	10%
CCOc1ccccc1O[C@H](c1ccccc1)[C@H]1CNCCO1	-9%	?	?	nt	nt	nt	-26%
CCOC(=O)/C(=C\C=C1/Sc2ccccc2N1CC)C(C)=O	4%	-13%	?	-10	1%	5	?
COc1cccc(NC(=O)CN(C)CC(=O)c2c(C)[nH]c3ccccc23)c1	-7%	12µM*	?	nt	nt	nt	-24%
CC1CC(C)CN(C(=O)/C(=C\c2ccccc2)c2ccccc2)C1 (configuration not stated)	-6%	93%[activator]	1.9µM*	-7	1%	8	25%
C=CCNC(=O)C1CCN(C(=O)c2ccc(-c3ccccc3)cc2)CC1	-1%	?	-15%	28	0%	-1	1%
COc1cc(/C=C/C(=O)Nc2ccccc2C(F)(F)F)cc(OC)c1OC	nt	?	?	10	0%	-1	nt
COc1cccc(-c2nnc(NC(C)=O)o2)c1	0%	-1%	-1%	10	-5%	-1	0%
Cc1nn(CC(=O)N(C)Cc2ccccc2)c(=O)c2cccn12	0%	22%	28%	46*	-8%	15	-8%
CCC(C)(C)NC(=O)CN(Cc1ccc(F)cc1)C(=O)CCC(=O)Nc1ccccn1	5%	4%	15%	-1	1%	4	-3%
Cc1ccc(S(=O)(=O)N(C)CC(=O)NCCCn2ccnc2)cc1	-3%	23%	3%	-3	1%	-1	7%
O=[N+]([O-])c1ccc(/C=C/c2nc3ccc([N+](=O)[O-])cc3[nH]2)cc1	2%	-17%	4.1µM*	91*	1%	33*	-28%
COc1ccc(N2CC(C(=O)OCC(=O)c3ccc(C)cc3)CC2=O)cc1 (configuration not stated)	2%	-8%	32%[activator]	2	4%	-2	24%
COc1ccc(CN=C2NC(=O)CC(C(=O)Nc3ccccc3C)S2)cc1 (configuration not stated)	?	0%	-10%	-5	0%	-1	12%
CC(C)(C)OC(=O)N1CCC[C@H]1C(=O)NCc1ccc(Cl)cc1Cl	0%	?	225%[activator]	-6	-1%	-1	-8%
COc1cc(OC)cc(C(=O)N2CCCC(c3nc(-c4ccc(C)o4)no3)C2)c1 (configuration not stated)	-1%	14%	-9%	-2	1%	1	?
CSc1cccc(NC(=O)c2nnn(CC(=O)Nc3cc(C)cc(C)c3)c2N)c1	-16%	-2%	23%	-3	-4%	11	3%
COc1ccc(C(=O)C[n+]2cccc3cc(C)ccc32)cc1	2%	?	15µM*	7	0%	-1	-19%
COc1cccc(O[C@@H]2O[C@@H]3COC(C)(C)O[C@H]3[C@H](O)[C@H]2NC(C)=O)c1	7%	16%	-1%	43	0%	-4	-2%
O=C(/C=C/c1ccc(OCCCF)cc1)Nc1ccnc(-c2ccncc2)n1	4%	13µM*	13µM*	44	0%	14	?
Cc1cccc(NC(=O)CCc2nnc3ccc(NCc4ccco4)nn23)n1	1%	?	-7%	-5	-11%	-4	5%
Cc1ccc(NC2CCCN(C(=O)c3ccccn3)C2)cc1C (configuration not stated)	1%	13µM*	2%	-4	-8%	9	-2%
CN1C(=O)C(=Cc2ccccc2Oc2ccc(Cl)cc2)C(=O)N(C)C1=O	?	-7%	-3%	-2	-1%	-1	24%
COC(=O)c1cc(OC)c(OC)cc1NC(=O)c1c(-c2ccccc2)noc1C	0%	nt	-17%	-17	-8%	0	-20%
COc1ccc(CC(=O)OC(C)C(=O)Nc2ccc(Cl)cn2)cc1 (configuration not stated)	3%	-18%	-7%	nt	nt	nt	-5%
COCCNC(=O)CN(C(=O)CCC(=O)Nc1nccs1)c1ccc2c(c1)OCO2	-1%	?	16%	23	-4%	2	-5%
CC(NC(=O)C12CC3CC(C1)CC(n1cncn1)(C3)C2)C12CC3CC(CC(C3)C1)C2 (configuration not stated)	-12%	12µM*	12µM*	-5	-5%	-1	-10%
O=C(CNc1ccccc1)NNC1=NCCC1	3%	55%[activator]	0%	-3	2%	-11	24%
COCCOC(=O)C1=C(C)N(Cc2ccccc2)C(=O)NC1c1cccc(OC)c1OC (configuration not stated)	-2%	1µM*	?	-10	7%	-5	8%
COC(=O)[C@H](Cc1ccccc1)NC(=O)[C@@H]1C[C@H]1[C@@H](NC(=O)OCc1ccccc1)c1ccccc1	0%	-24%	-2%	-13	0%	-3	6%[8.37 µM]
CCN(CC)CCCN1C=C2C(=O)C(C)(OC(=O)CCC(=O)OC)C(=O)C=C2C=C1C1CC1 (configuration not stated)	0%	nt	nt	nt	-3%[11.5 µM]	nt	11%
CC(Sc1ncn[nH]1)C(=O)c1c(N)n(C)c(=O)n(C)c1=O (configuration not stated)	1%	-23%	-25%	nt	nt	nt	1%
CC1CCCC(C)N1CCCNC(=O)c1cc2c(s1)-c1ccccc1OC2 (configuration not stated)	-7%	13%	?	-2	-1%	-4	?
O=C(NNC(=O)C(c1ccccc1)c1ccccc1)c1cccs1	3%	?	-8%	-5	5%	1	3%
CCOC(=O)COn1c(-c2cccc(Cl)c2)nc2ccc([N+](=O)[O-])cc21	0%	159%[activator]	24%	63*	3%	76*	-29%
O=C(NCCc1nc2ccccc2[nH]1)C1CCC(=O)N(CCc2cccc(F)c2)C1 (configuration not stated)	-8%	?	-3%	-5	-10%	-3	19%
COc1ccccc1/C=C/C(=O)NNC(=O)c1cccs1	-7%	8%	161%[activator]	71*	-2%	26*	-8%
Cc1ccc(N2C(=O)c3cccc([N+](=O)[O-])c3C2=O)cc1C	4%	18%	8%	16	3%	7	13%
OCCCn1c(-c2ccccc2)n[nH]c1=S	-20%	7%	24%	37*	-1%	21*	8%
CN1C(=O)c2ccccc2C(C(=O)O)C1c1cn(C)c2ccccc12 (configuration not stated)	2%	0%	43%[activator]	5	5%	8	12%
Cc1ccc(/C=N/NC(=O)CSc2nc3ccccc3n2C)s1	2%	0%	5%	23	-4%	13	-3%
O=C1c2ccccc2CN1CCNC(=S)NC1CCCCC1	0%	0%	-11%	45*	10%	31*	-13%
CCN1C(=O)C(=O)N(CC(=O)NC(C)CCc2ccccc2)C1=O (configuration not stated)	3%	-13%	-29%	nt	nt	nt	11%
COCc1ccc(C(=O)N2CCCC(Nc3ccc(C(C)C)cc3)C2)o1 (configuration not stated)	-10%	10%	?	2	0%	-2	?
CCOC(=O)c1oc2nc3c(cc2c1N)CCCC3	-4%	12µM*	203%[activator]	77*	-27%	50*	-9%
Cc1cc(Nc2ccccc2)c2c([N+](=O)[O-])c(C)cc(C)c2n1	8%	?	?	-9	3%	-2	?
COc1ccc(OC)c(N2Cc3ccccc3C2=N)c1	-4%	5.9µM*	6%	23	-6%	1	9%
CCNc1nc(NC(C)C)nc(OCC)n1	-5%	?	nt	-16	-3%	-1	8%
COC(=O)C1C(c2ccc(Br)cc2)Nc2nnc(C(F)(F)F)n2C1(C)O (configuration not stated)	2%	?	?	23	-5%	11	7%

Shown with two lines to a compound: 4 of the compounds above
Results follow in this order: TbPYK inhibitor | Pf growth 96h | Pf growth 48h | Shiga toxin inh | LmPK inh | Cycloheximide cs | HCV inh
> CN1C(=O)c2ccccc2C(C(=O)O)C1c1cn(C)c2ccccc12 (configuration not stated)
→ 2% | 0% | 43%[activator] | 5 | 5% | 8 | 12%
> Cc1ccc(/C=N/NC(=O)CSc2nc3ccccc3n2C)s1
→ 2% | 0% | 5% | 23 | -4% | 13 | -3%
> O=C1c2ccccc2CN1CCNC(=S)NC1CCCCC1
→ 0% | 0% | -11% | 45* | 10% | 31* | -13%
> CCN1C(=O)C(=O)N(CC(=O)NC(C)CCc2ccccc2)C1=O (configuration not stated)
→ 3% | -13% | -29% | nt | nt | nt | 11%

High-throughput results from PubChem BioAssay.
